Screening results (PubChem)
KB-3-1 tox: KB-3-1 parental cell cytotoxicity; hit rate 1.4% among 400,000; KB-3-1 viability, CellTiter-Glo ATP luminescence, 72 h; Potency, µM (doses to about 46.1 µM), without a hit: top-dose activity change, negative = cytotoxic, actives largely listed as cytotoxic; note: potency is the fitted concentration of half-maximal effect; % is set by controls: 0 for no effect and ±100 for the full control effect; nearly all actives have a fitted effect of over 60% in size
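Cytotoxicity in the drug-sensitive parental line KB-3-1 was scored as loss of CellTiter-Glo luminescence following 72 h incubation with compound. Values come from curve fitting of normalized concentration-response data.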
GLP1R cytotox: cytotoxicity counter-screen for GLP-1 receptor inverse agonists | HEK293 cAMP-luciferase reporter cells, luminescence, 24 h | AID 624418 | Potency, µM (top dose mostly 38.3 µM), without a hit: top-dose activity change, negative = inhibition, most hits filed as inhibitors | hit rate 0.13% among 410,000;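 note: loss of luciferase light is scored as toxicity; potency is the fitted concentration of half-maximal effect; % is set by controls: 0 for no effect and ±100 for the full control effect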
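Here, cytotoxicity is scored as loss of luminescence. The MLSMR collection was tested on cells seeded in medium containing 10% Nu serum, with a 24 hr compound exposure preceded by 12 hours of culture.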
DRD3 agonist: agonists of human D3 dopamine receptor; P35462; max activation, %; hit rate 0.58% among 410,000; D3R DiscoveRx beta-arrestin cells, luminescence, 90 min; in the data active = max activation above about 30%; note: 0% is about no effect; mostly tested at two doses, the higher about 12 µM
Target sequence (P35462 whole entry, looked up): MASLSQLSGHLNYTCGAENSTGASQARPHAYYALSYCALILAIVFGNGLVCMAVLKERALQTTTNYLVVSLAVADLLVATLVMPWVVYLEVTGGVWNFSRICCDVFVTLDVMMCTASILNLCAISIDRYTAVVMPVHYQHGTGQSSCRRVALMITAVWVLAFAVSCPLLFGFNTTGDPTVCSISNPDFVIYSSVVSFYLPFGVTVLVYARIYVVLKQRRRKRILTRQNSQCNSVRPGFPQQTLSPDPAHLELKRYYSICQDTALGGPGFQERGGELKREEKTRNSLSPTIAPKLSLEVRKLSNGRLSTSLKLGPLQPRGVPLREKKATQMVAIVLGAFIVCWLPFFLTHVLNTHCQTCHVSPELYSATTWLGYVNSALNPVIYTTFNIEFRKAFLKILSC
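Agonist-mode cell screen: cells plated at 1500/well and incubated overnight at 37 °C, then exposed to library compounds for 90 min at 37 °C. Detection reagent was added for 30–60 min at room temperature, and luminescence was read.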
SW480 rereplic: inducers of DNA re-replication in SW480 colon cancer cells. hit rate 1.8% among 340,000. Potency, µM (highest dose often 46.1 µM), for inactives: at the top dose re-replication activation, actives largely listed as activators. SW480 DNA re-replication, Hoechst DNA content imaging, 48 h. AID 624297; note: potency is the fitted concentration of half-maximal effect; % of control where 0% means no effect; nearly all actives have a fitted effect of over 55% in size
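Image-based read-out: total Hoechst fluorescence of nuclei (405 nm excitation, 500-530 nm emission), with hits raising the fraction of high-intensity nuclei. SW480 colon cells incubated 48 hr with compounds at 37 C.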
HT1080 IDH1KD tx: HT-1080 IDH1 knockdown cell toxicity (counter line); HT-1080 IDH1 knockdown viability, ATP luminescence, 48 h; hit rate 2% among 360,000; AID 686971; Potency, µM (top dose mostly 46.1 µM), for inactives: top-dose activity, negative = toxicity, hits mostly cytotoxic;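 note: potency is the fitted concentration of half-maximal effect; 0% = DMSO wells and -100% = cell-free medium wells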
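Luminescent ATP read-out (CellTiter-Glo, 10 min at room temperature) after 48 h compound exposure at 37 °C gave viability of IDH1-knockdown HT-1080 cells. Activity was normalised to DMSO and cell-free wells, then fitted as concentration-response curves.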
HT1080NT lethal: kills 2HG-producing HT-1080-NT fibrosarcoma cells | HT-1080-NT fibrosarcoma viability, CellTiter-Glo ATP luminescence, 48 h | Potency, µM (highest dose often 46.1 µM), without a hit: at the highest dose activity, negative = less viability, hits mostly cytotoxic | hit rate 1.6% among 360,000 | AID 686970;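 note: NT is the 2HG producing partner of a matched IDH1 knockdown line; potency is the fitted concentration of half-maximal effect; 0% = DMSO-treated cells and -100% = media-only wells without cells; nearly all actives have a fitted effect of over 55% in size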
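750 cells/well, RPMI + 5% FBS; 2 h settle, compound pin-transfer, 48 h at 37 degrees C. CellTiter-Glo 10 min RT, luminescence. Normalized to DMSO and media-only wells.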
IL-1B inflam inh: inflammasome signaling inhibition, IL-1 beta readout. THP-1 LPS/ATP IL-1B secretion, AlphaLISA, 16 h; stronger effect = lower value. activity change, % at 57.5 µM. hit rate 4.7% among 360,000. AID 743279; in the data active = activity change below about -50%; inconclusive = mostly about -30% to -49%; note: % is set by controls: 0 for no effect and ±100 for the full control effect
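Secreted IL-1B measured by AlphaLISA bead assay after 16 h compound exposure of THP-1 cells; compounds (final up to 57.5 uM) added 1 h before LPS (250 ng/mL) and ATP (1.25 mM) stimulation; lower signal means less secretion.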
KB-V1 cytotox: KB-V1 MDR subline cytotoxicity. hit rate 3.4% among 400,000. Potency, µM (highest dose often 46.1 µM), for the others: at the highest dose activity change, negative = cytotoxicity, most hits filed as cytotoxic. KB-V1 MDR cells viability, CellTiter-Glo, 72 h. AID 1347076; note: potency is the fitted concentration of half-maximal effect; % is set by controls: 0 for no effect and ±100 for the full control effect; nearly all actives have a fitted effect of over 60% in size
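Following 72 h at 37 degrees C with compound, KB-V1 cell viability was read by CellTiter-Glo luminescence, medium being phenol-red-free DMEM plus 10% FBS; concentration-response parameters came from normalized, curve-fitted qHTS data.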
MCF10A rerep: inducers of DNA re-replication in MCF 10A breast cells; MCF 10A DNA re-replication, Hoechst nuclear intensity, 48 h; Potency, µM (titrated, usually from 46.1 µM), inactives show top-dose activity, positive = re-replication, usual class: activators; hit rate 2.9% among 350,000; note: potency is the fitted concentration of half-maximal effect; % of control where 0% means no effect; nearly all actives have a fitted effect of over 50% in size
* hit, by the source's call; ? = inconclusive; . = not tested or not shown; [ ] = dose if it differs, or a comment. Unless noted, calls come from the whole dose curve; as a rule, active = well fitted curve in the direction sought with a large enough effect; inconclusive = small, poorly fitted or top-dose-only effect, or another doubt; inactive = no such curve, though single readings can be large; an effect the other way counts as inactive or inconclusive.

SMILES	KB-3-1 tox	GLP1R cytotox	DRD3 agonist	SW480 rereplic	HT1080 IDH1KD tx	HT1080NT lethal	IL-1B inflam inh	KB-V1 cytotox	MCF10A rerep
CCC(C(=O)N1CCN(Cc2ccc3c(c2)OCO3)CC1)n1c(=O)[nH]c2ccccc2c1=O (stereo not drawn)	?	-20%	0	2%	-2%	-1%	-4	-3%	-6%
O=C(O)C1CCCCC1C(=O)Nc1ccc(-c2ccccc2)cc1 (stereo not drawn)	-1%	-2%	19	-52%[inhibitor]	7%	21%	5	?	0%
Cc1ccc(C)c(N=Nc2ccc(O)c3ncccc23)c1	-28%	-11%	-6	5%	?	?	154	?	16µM*
COc1ccc(C=C(C(C)=O)C(=O)c2ccccc2)cc1	-25%	-22%	-8	.	23µM*	23µM*	-94*	-26%	.
Cc1[nH]c2ccc3ccccc3c2c(=O)c1C/C=C/Cl	-10%	4%	-7	-27%	-27%	-4%	-13	-22%	15%
CCC(=O)Nc1cc(-c2nn(CC(=O)N3CCCCC3)c(=O)c3ccccc23)ccc1N1CCOCC1	0%	13%	24	-4%	4%	-7%	-3	11%	21%
O=C(NCc1ccncc1)[C@@H]1CCCN1C(=O)[C@@H]1CCCN1C(=O)c1ccccc1	25%	-5%	-13	.	?	19%	18	14%	.
CC(=O)N1CCN(CCN2C(C)=CC(=C(C#N)C#N)C=C2C)CC1	-2%	-6%	-1	-2%	1%	-1%	1	-7%	2%
O=C(N/N=C/c1ccc(F)cc1)c1cc(-c2ccccn2)nc2ccccc12	1%	-1%	-8	-1%	-8%	-2%	18	-3%	?
CC(C)OC(=O)CC(=O)CC(O)c1cccc([N+](=O)[O-])c1 (stereo not drawn)	5%	3%	-13	.	-12%	-4%	20	1%	.
CCOC(=O)Cc1csc(NS(=O)(=O)c2ccc(Cl)cc2)n1	7%	0%	5	4%	0%	1%	6	6%	5%
COc1ccccc1/C=C/C(=O)Nc1nc2n(n1)C(c1ccc(F)cc1)C=C(c1ccccc1)N2 (stereo not drawn)	?	6%	4	.	.	.	.	3%	.
COC(=O)c1ccc(OCC(=O)NC(C)(C)C)cc1	?	8%	-1	-1%	18%	18%	-15	0%	15%
Cc1ccc(NC(=O)Cn2cccc2C2=NC(c3ccccc3)CO2)cc1C (stereo not drawn)	?	-10%	-10	?	0%	0%	17	15µM*	?
O=Nc1c(O)[nH]c2c(F)cccc12	15%	-9%	-4	-72%[inhibitor]	-6%	-6%	4	-1%	15%
CCc1ccc(N(C(=O)c2ccco2)C(C(=O)NC2CCCC2)c2cccnc2)cc1 (stereo not drawn)	0%	9%	-5	4%	-8%	1%	-1	?	2%
O=C(COC(=O)c1n[nH]c2ccccc12)Nc1ccccc1	0%	26%	-8	0%	24%	-1%	-11	-10%	-35%[inhibitor]
N#C/C(=N\Nc1ccccc1)C(=N)N1CCCCC1	3%	0%	-19	-7%	-7%	-4%	-29	14%	1%
Cc1nn(-c2ccccc2)c(C)c1C(=O)OCC(O)=C(C#N)c1nc2ccccc2[nH]1	8%	2%	21	?	-9%	-13%	20	1%	18µM*
O=C(c1ccccc1)c1c2c(cc3sc4ccccc4[n+]13)-c1cccc3cccc-2c13	21µM*	?	-2	8%	?	?	-108*	?	?
Cn1c(=O)c2c(nc(CN3CCN(C(=O)c4ccco4)CC3)n2CCCO)n(C)c1=O	3%	-22%	-8	-9%	6%	5%	-6	-12%	?
CCN(C(=O)C(C)OC(=O)C1C(C(=O)OC)=C(C)NC(C)=C1C(=O)OC)c1ccccc1 (stereo not drawn)	-2%	-9%	5	-20%	7%	15%	-8	7%	-2%
O=C(NCC(c1cccnc1)N1CCc2ccccc21)c1ccc(F)cc1 (stereo not drawn)	-19%	1%	-6	.	.	.	.	?	.
N/C(Cn1cncn1)=N\NC(=O)C(=O)Nc1ccc(Cl)cc1Cl	-1%	?	-2	-63%[inhibitor]	-2%	1%	1	6%	3%
CC(=O)O[C@@H]1C[C@H]2C(C)=C[C@H]3OC(=O)[C@@H](C)[C@H]3C[C@H]2[C@]1(C)O	14%	-15%	2	-14%	11%	11%	17	30%	-3%
Cc1cc2c(cc1[N+](=O)[O-])NC(CNC(C)C)CC2 (stereo not drawn)	-2%	-22%	-7	-3%	-18%	-22%	-7	?	9%
COc1ccc(NC(=O)Nc2ccc(OC)c(OC)c2)c([N+](=O)[O-])c1	12%	-20%	1	-1%	18%	13%	7	-12%	?
CC(Sc1nnc(-c2cccnc2)o1)C(=O)NC1CCCCC1 (stereo not drawn)	3%	-11%	2	-23%	0%	18%	7	-2%	-4%
CCOc1nc(NC2CCCC2)nc(N2CCC(C)CC2)n1	2%	-7%	2	0%	-13%	-17%	21	-1%	?
Cc1cc(=O)[nH]c(NN=Cc2cc(Br)ccc2O)n1	?	?	7	?	?	-22%	?	0.58µM*	?
Cc1ccc(OCC(=O)Nc2ccc(C)c(F)c2)c([N+](=O)[O-])n1	3%	-5%	1	-9%	8%	12%	0	19%	16%
O=C(O)C(=O)/C(=C\c1ccc(Cl)cc1)c1ccc2ccccc2n1	5%	4%	2	?	-26%	-8%	32	-11%	?
Cc1nc(-c2cccc(NC(=O)c3cc4cc(Br)ccc4oc3=O)c2)cs1	-12%	11%	8	-4%	15%	16%	0	24%	15%
COc1ccc(CCNC(=O)C2CCN(Cc3nc(-c4ccccc4C)oc3C)CC2)cc1OC	?	-27%	-35	2%	?	?	-29	7.3µM*	22%
COC(=O)c1cn[nH]c1N	9%	-2%	3	1%	6%	10%	8	0%	-1%
CCN(CC)S(=O)(=O)c1ccc(C)c(NC(=S)Nc2cccc(S(=O)(=O)N3CCCCCC3)c2)c1	?	-11%	0	0%	?	-1%	?	?	14%
Cc1cnc(C(=O)Nc2ccc(N3CCN(C(=O)OC(C)(C)C)CC3)cc2)cn1	5.8µM*	-28%	0	?	?	?	50	0%	?
COc1ccc(/C=C2\SC(=S)NC2=O)cc1OS(=O)(=O)c1ccc(NC(C)=O)cc1	-11%	?	2	4%	16µM*	21µM*	14	3%	?
CCOC(=O)CN1C(=O)N[C@@H](c2ccco2)C(C(=O)OC)=C1C	6%	0%	-10	-20%	0%	0%	50	17%	?
Cc1ccc(C(C)C)cc1OCCN1CCCC1	-3%	-2%	-35	1%	8%	13%	-5	3%	16%
CN(C)S(=O)(=O)c1cccc(NC(=O)COC(=O)CCSc2ccc(Cl)cc2)c1	21%	1%	-1	-5%	2%	0%	40	17%	-2%
COc1ccc(C2=Nn3c(C)nnc3SC2)cc1	1%	2%	4	-3%	-14%	-3%	40	-2%	-3%
COc1ccc(-n2cc(CNCCN3CCOC3=O)c(-c3ccccc3Cl)n2)cc1	-1%	-10%	-11	-6%	-8%	-3%	7	7%	7%
Cc1ccc(NC(=O)c2ccc(NC(=O)CCS(=O)(=O)c3cccs3)cc2)cc1F	-5%	-15%	1	.	.	.	.	12%	.
COc1ccc(Cl)cc1N(CC(=O)N/N=C/c1ccc(OCC(N)=O)cc1)S(C)(=O)=O	?	-22%	4	3%	-3%	1%	35	9%	7%
CCOc1ccc(CN2CCNC(=O)C2CC(=O)N(C)Cc2nonc2C)cc1 (stereo not drawn)	0%	-6%	-12	-5%	-2%	0%	0	20%	2%
S=C1CCC(c2ccc(Cl)cc2)=NN1c1ccccc1	11%	8%	11	-81%[inhibitor]	-15%	-2%	-16	-13%	5%
Cc1ccc(NC(=O)C(NS(=O)(=O)c2cccc3nsnc23)C(C)C)nc1 (stereo not drawn)	4%	5%	-3	-10%	1%	-4%	-2	-20%	0%
C=CCN1C(=O)C(O)(CC(=O)c2ccc(Cl)cc2)c2ccccc21 (stereo not drawn)	0%	1%	-6	-20%	-16%	0%	14	?	13%
O=C(c1nc[nH]c1C(=O)N1CCc2ccccc2C1)N1CCc2ccccc2C1	-9%	8%	142*	-9%	-1%	-1%	13	-1%	14%
COc1cccc(C(=O)COC(=O)CCCC(=O)NC2CCCCC2)c1	4%	2%	2	-4%	10%	2%	12	24%	-9%
COc1ccc(NC(=S)NCCCN2CCOCC2)cc1	5%	15%	-19	-1%	15%	18%	21	19%	0%
COC(=O)Cn1cc(/C=N/NC(=O)c2ccc(C#N)cc2F)c2ccccc21	-9%	5%	-10	26%	13%	-15%	6	16%	-12%
COc1cc(Cl)cc(/C=N/NC(N)=O)c1O	-4%	47%[activator][7.66 µM]	-5	4%	-7%	10%	-3	-5%	27%
Cc1c(NC(=O)C2CCCN2S(=O)(=O)c2ccc(Cl)cc2)c(=O)n(-c2ccccc2)n1C (stereo not drawn)	16%	0%	16	-6%	-5%	4%	2	-27%	-5%
COc1ccc(N2C(=S)N(C(=O)c3ccccc3)C(=Nc3ccccc3)C2=Nc2ccccc2)cc1	-20%	-1%	0	?	?	?	-3	?	3%
CC(C)NC(=O)C12CC3CC(C1)CC(C(=O)NC(C)C)(C3)C2	7%	-2%	2	3%	-1%	13%	0	16%	3%
O=C(NCCN1C(=O)S/C(=C\c2ccc(OC(F)F)cc2)C1=O)C1=COCCO1	?	-19%	1	21µM*	?	?	-1	?	18µM*

Rewritten as comma-separated lines: 2 of the compounds above.
structure,KB-3-1 tox,GLP1R cytotox,DRD3 agonist,SW480 rereplic,HT1080 IDH1KD tx,HT1080NT lethal,IL-1B inflam inh,KB-V1 cytotox,MCF10A rerep
O=C(NCCN1C(=O)S/C(=C\c2ccc(OC(F)F)cc2)C1=O)C1=COCCO1,?,-19%,1,21µM*,?,?,-1,?,18µM*
N/C(Cn1cncn1)=N\NC(=O)C(=O)Nc1ccc(Cl)cc1Cl,-1%,?,-2,-63%[inhibitor],-2%,1%,1,6%,3%
